HCV core dimer = blocks dimerization of HCV core protein. TR-FRET GST/Flag-core106 dimerization, 1536-well. inhibition, % at 5 µM. 0.33% of 300,000 active;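 active = inhibition above the mean of all tested compounds plus 3 SD, set per screening campaign, cut at about 45% in these data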
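System: GST-tagged and Flag-tagged HCV core protein residues 1-106 / Input: core106 proteins, GST 13.5 nM and Flag 17 nM / Buffer or medium: KF-containing HEPES buffer, pH 7.45, DTT, CHAPS, BSA / Probe or stimulus: Eu-anti-GST and XL665-anti-Flag labelled anti-tag antibodies / Schedule: 4 h, 22.5 °C incubation / Technique: TR-FRET 671 and 617 nm emission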
Fh CTSL1 inh = cathepsin L1 inhibition, PFM18AAP counter-screen. AID 1906. 0.49% of 300,000 active. inhibition, % at 5.96 µM. recombinant F. hepatica cathepsin L1, Z-Leu-Arg-MCA fluorescence;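 active = inhibition above the mean of all tested compounds plus 3 SD, set per screening campaign, cut at about 17% in these data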;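 also: 0% = plate median of test compound wells and 100% = 1 µM Z-Phe-Ala-diazomethylketone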
CR mimetic SO = yeast age-related superoxide inhibition as caloric restriction mimetic; superoxide response (% of plate mean), % at 10 µM; 0.18% of 330,000 active; S. cerevisiae aged cells, superoxide DHE fluorescence; hits give low values;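 active = superoxide response under a set limit, about three screen SD below normal, cut at about 65% in these data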;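 also: yeast aged for seven days with compound at 30 °C before DHE staining; 100% = average MFI of all compound-treated wells on the plate with controls excluded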
ZTA DNA inh = counter-screen for EBNA-1 inhibitors: inhibitors of Epstein-Barr virus ZTA | P03206 | ZTA-DNA binding, fluorescence polarization | inhibition, % at 11 µM | 0.15% of 320,000 active | AID 2234; in the data active = inhibition above about 33%
Target sequence (P03206 whole entry, looked up): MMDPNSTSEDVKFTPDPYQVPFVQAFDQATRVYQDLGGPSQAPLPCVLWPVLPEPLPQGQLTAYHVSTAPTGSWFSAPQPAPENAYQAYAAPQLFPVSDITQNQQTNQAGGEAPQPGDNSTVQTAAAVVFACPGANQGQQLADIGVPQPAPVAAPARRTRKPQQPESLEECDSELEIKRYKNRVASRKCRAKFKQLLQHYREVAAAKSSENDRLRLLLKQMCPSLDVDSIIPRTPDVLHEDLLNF
PP1 counter = blocks human PP1-alpha phosphatase, a PP5 counter-screen. purified PP1alpha, OMFP fluorescence. inhibition, % at 6.7 µM. 0.9% of 320,000 active. AID 2235;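 active = inhibition above the mean inhibition of all tested compounds plus 3 SD, computed separately for each screening campaign, cut at about 15% in these data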
Target sequence (P62136 whole entry, looked up): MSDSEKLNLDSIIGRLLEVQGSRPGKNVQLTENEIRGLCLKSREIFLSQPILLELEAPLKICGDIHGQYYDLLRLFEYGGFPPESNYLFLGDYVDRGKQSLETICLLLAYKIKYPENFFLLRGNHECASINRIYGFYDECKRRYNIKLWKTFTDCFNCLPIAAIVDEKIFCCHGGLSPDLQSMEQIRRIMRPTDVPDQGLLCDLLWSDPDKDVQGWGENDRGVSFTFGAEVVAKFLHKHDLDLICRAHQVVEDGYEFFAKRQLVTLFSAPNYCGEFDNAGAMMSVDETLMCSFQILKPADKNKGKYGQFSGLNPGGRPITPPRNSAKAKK
TPT1 inh = inhibitors of Candida albicans tRNA 2'-phosphotransferase TPT1. 0.81% of 300,000 active. recombinant caTPT1, FP RNA substrate dephosphorylation. AID 1962. inhibition, % at 5 µM;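 active = inhibition above the mean of all tested compounds plus 3 SD, set per screening campaign, cut at about 24% in these data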;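 also: plate controls were DMSO alone for no effect and ferristatin control at 100 nM for full effect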
PP5 inh = PP5 (human) phosphatase inhibition | P53041 | purified PP5c, OMFP substrate fluorescence | inhibition, % at 6.7 µM | 0.18% of 320,000 active | AID 1987;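 active = inhibition above the campaign's mean inhibition across all tested compounds plus 3 SD, cut at about 9.5% in these data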;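 also: 0% = DMSO only and 100% = 100 µM cantharidin control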
EBNA-1 inhibitor = blocks EBNA-1 binding to DNA | AID 1950 | 0.34% of 300,000 active | EBNA-1 DNA binding, fluorescence polarization | inhibition, % at 14.8 µM; in the data active = inhibition above about 28%
JMJD2C inh = blocks human GASC-1 demethylase activity. 0.069% of 330,000 active. Q9H3R0. inhibition, % at 2.35 µM. GST-JMJD2C(1-420) H3K9me3 demethylation, DELFIA europium;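 active = more than half of a compound's replicate wells show inhibition beyond 50%, single wells judged on their own value; inconclusive = some, but no more than half, of replicates pass 50% inhibition; inactive = no replicate passes 50% inhibition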;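 also: signal counts dimethyl H3K9 product captured on neutravidin plate; 0% = median of DMSO wells and 100% = 0.3 times that DMSO median; strong numbers were not always called active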
Target sequence (Q9H3R0 1-420 limits assumed): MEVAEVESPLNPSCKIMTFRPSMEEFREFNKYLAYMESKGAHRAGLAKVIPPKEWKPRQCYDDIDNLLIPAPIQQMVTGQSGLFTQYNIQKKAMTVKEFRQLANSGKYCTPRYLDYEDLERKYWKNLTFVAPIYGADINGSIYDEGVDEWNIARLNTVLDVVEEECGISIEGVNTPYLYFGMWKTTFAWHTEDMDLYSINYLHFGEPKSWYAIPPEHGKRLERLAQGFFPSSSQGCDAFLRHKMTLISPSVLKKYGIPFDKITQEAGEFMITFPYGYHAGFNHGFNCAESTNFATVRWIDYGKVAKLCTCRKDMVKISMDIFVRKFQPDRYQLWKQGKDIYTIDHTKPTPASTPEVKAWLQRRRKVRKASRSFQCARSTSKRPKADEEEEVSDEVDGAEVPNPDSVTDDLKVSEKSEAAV
The depositor's hits bear a star; ? = inconclusive; · = not tested or not shown; & = joins results of further samples.

SMILES	HCV core dimer	Fh CTSL1 inh	CR mimetic SO	ZTA DNA inh	PP1 counter	TPT1 inh	PP5 inh	EBNA-1 inhibitor	JMJD2C inh
CC(=O)Nc1ccc(S(=O)(=O)N2CCCC(C(=O)O)C2)cc1 (configuration not stated)	-6	4	106	-10	-4	1	-1.9	2	24
O=C(Nc1cccc(S(=O)(=O)N2CCOCC2)c1)c1ccccc1[N+](=O)[O-]	·	·	107	-6	2	·	2.2	·	-3
COc1ccccc1/C=N/NC(=O)c1ccc(Cn2nc([N+](=O)[O-])cc2C)cc1	1	-1	85	-4	2	-1	0.0	-6	10
Cc1cc(NS(=O)(=O)c2ccc(NC(=O)/C=C/c3c(F)cccc3Cl)cc2)no1	21	0	113	12	0	0	4.3	-2	2
CN1CCN(C(=O)c2ccc3c(c2)N(Cc2cccc(Cl)c2)C(=O)c2ccccc2S3(=O)=O)CC1	-13	-1	86	-12	1	-6	0.7	0	24
O=C1OC(Nc2ccc(Br)cc2F)c2ccccc21 (configuration not stated)	-4	-1	97	8	-4	-1	1.2	-1	3
CCN(CC)CCNC(=O)C(C)c1nn(CC)c(=O)c2ccccc12 (configuration not stated)	1	-2	76	-5	-2	0	-1.4	2	4
CC(Oc1ccc(Cl)cc1Cl)C(=O)NNC(=O)c1cccnc1 (configuration not stated)	3	-2	94	-3	0	0	0.0	-3	13
CCCCN(CC)CCNC(=S)Nc1ccc2nc(N3CCN(C)CC3)cc(C)c2c1	-6	3	103	-7	7	2	2.7	-14	1
Cc1nnc(N/N=C/C2CC=CCC2)[nH]c1=O (configuration not stated)	-6	3	75	4	2	1	1.5	10	22
Cc1ccc(S(=O)(=O)NCCC(=O)NCCCSc2ccccc2)cc1	·	·	107	-3	0	·	1.5	·	-2
O=C(NCc1ccccn1)C(=O)Nc1cccc2ccccc12	-1	2	91	1	-2	-4	1.0	-6	13
CCC1CCCCN1CCCNC(=O)CNC(=O)c1nn(-c2ccc(OC)c(Cl)c2)c(=O)c2ccccc12 (configuration not stated)	1	0	105	-22	2	-4	-0.4	0	2
CC(C)[C@H](NC(=O)N1CCn2c1nc1ccccc12)C(=O)NCc1ccc2c(c1)OCO2	-2	-4	95	-9	-2	-3	1.1	1	61
O=C(O)CCCC(=O)N1CCCC1	-3	-2	102	5	-4	-1	4.0	-13	2
Cc1cccc(OCc2nc(-c3ccc(-n4cccc4)cc3)no2)c1	12	-2	100	3	0	-1	1.2	1	18
O=C(CN(C(=O)CNC(=O)c1cccs1)c1ccccc1F)NC1CCCC1	4	-4	93	6	-2	-1	0.0	0	-11
O=C(Cc1ccccc1[N+](=O)[O-])NCc1ccccc1Cl	1	0	100	1	-3	0	-2.9	5	-18
COc1ccc(OC)c2[nH]c(=O)c(CCNC(=O)c3ccc(Br)o3)cc12	-2	0	96	-9	-2	-2	1.4	-9	3
COc1ccc(CNC(=O)C(=O)NCC2CCCN2S(=O)(=O)c2cccs2)cc1 (configuration not stated)	0	7	98	-6	-1	2	1.2	0	24
COc1ccccc1N1CCN(C2CCCN(C(=O)CN3CCCCC3=O)C2)CC1 (configuration not stated)	-2	-2	67	6	3	0	-0.8	-9	23
CN(CC(=O)Nc1ccc(C#N)cc1)Cc1ccc(Cl)cc1	0	6	100	12	-4	0	1.6	2	-6
O=C(COC(=O)c1ccccc1NC(=O)c1ccccc1)c1ccc([N+](=O)[O-])cc1	17	4	111	0	-1	-4	3.1	2	5
Cc1ccc2c(c1)N(CCC(=O)NCc1cccs1)C(=O)C(C)O2 (configuration not stated)	-5	0	111	-9	-2	-2	0.8	6	16
CCCS(=O)(=O)N1CCN(C(=O)c2cccs2)CC1	-6	-10	123	-11	-5	-1	0.1	1	-8

Fetched by structure from the list above:
SMILES	HCV core dimer	Fh CTSL1 inh	CR mimetic SO	ZTA DNA inh	PP1 counter	TPT1 inh	PP5 inh	EBNA-1 inhibitor	JMJD2C inh
COc1ccc(OC)c2[nH]c(=O)c(CCNC(=O)c3ccc(Br)o3)cc12	-2	0	96	-9	-2	-2	1.4	-9	3
O=C(CN(C(=O)CNC(=O)c1cccs1)c1ccccc1F)NC1CCCC1	4	-4	93	6	-2	-1	0.0	0	-11

Next section:
SMILES	HCV core dimer	Fh CTSL1 inh	CR mimetic SO	ZTA DNA inh	PP1 counter	TPT1 inh	PP5 inh	EBNA-1 inhibitor	JMJD2C inh
O=C1CC(c2nc3ccccc3[nH]2)CN1Cc1ccccc1 (configuration not stated)	-17	-3	101	6	0	-1	-1.1	9	5
C=CCNC(=O)c1onc(CSc2cc(C)cc(C)c2)c1C(=O)NCC=C	14	-1	92	-4	-1	-2	2.3	3	8
COc1ccc(N(C(=O)Cn2nnc3ccccc32)C2(C(=O)NC3CCCC3)CCCCC2)cc1	-1	-3	96	8	-2	1	1.9	4	1
CC(Nc1n[nH]c(=S)[nH]c1=O)C(=O)OCc1ccccc1 (configuration not stated)	5	-1	110	9	-2	0	1.2	3	1
COc1ccc(CNC(=O)CSc2nc(C)cs2)cc1	1	2	97	5	-2	-3	1.2	4	-18
CC(C)CC(OC(=O)CC1Sc2ccccc2NC1=O)C(=O)NC1CCCC1 (configuration not stated)	4	-107	93	-16	0	3	3.5	-2	-1
COCc1cc(C)n(CC(=O)Nc2cc(C)cc(C)c2)c(=O)c1C#N	1	3	85	-3	-1	-3	1.7	13	-6
O=C(c1ccco1)N1CCN(c2cccc(Cl)c2)CC1	8	-3	97	3	2	2	2.3	1	-25
CCCC(=O)Nc1sc(C(=O)Nc2cccc(N)c2)c(C)c1C(=O)OC	1	13	103	3	-3	3	0.5	-5	2
CCOC(=O)C1CCCCN1S(=O)(=O)c1ccc2c(c1)CC(C)N2C(=O)C1CCC1 (configuration not stated)	6	0	100	-4	-2	-3	0.1	-7	0
CCS(=O)(=O)N1Cc2ccccc2CC1C(=O)Nc1nnc(SCc2c(Cl)cccc2Cl)s1 (configuration not stated)	21	-2	101	1	17*	2	0.5	3	-1
CCc1c(O)nc(N2CCN(Cc3ccccc3)CC2)[nH]c1=O	1	-1	97	-5	-2	7	4.8	-4	-12
Cc1nc2ccc(NC(=O)CS(=O)(=O)c3ccc(F)cc3)cc2s1	-2	5	108	-9	-3	2	-0.6	-3	2
COc1ccccc1N(C)S(=O)(=O)c1ccc(C(=O)OCC(=O)NCCC2=CCCCC2)cc1	3	-4	117	2	4	-1	6.7	3	6
COC(=O)c1cc(OC)c(OC)cc1NC(=S)Nc1cccc(C(C)=O)c1	2	-2	119	-6	3	3	0.0	6	-4
C/C(Cl)=C\Cn1c(=O)c2c(nc3n2CCS3)n(C)c1=O	-2	-2	90	3	-1	-5	-0.1	12	17
Cc1ccc(S(=O)(=O)N2CCN(C(=O)c3cc4c(C)nn(-c5ccccc5)c4s3)CC2)cc1	17	1	87	-14	-2	-3	3.4	10	6
COc1ccc(NC(=O)CS(=O)c2cccc(Cl)c2)cc1 (configuration not stated)	-2	-3	96	-8	-3	0	-0.8	2	4
CCn1ncc(N(C)N)c(Cl)c1=O	3	-1	108	-4	-1	-4	2.5	4	3
COc1ccc(Cl)cc1S(=O)(=O)N1CCCC(C(=O)NCC(N)=O)C1 (configuration not stated)	-2	-4	98	-5	-2	-1	0.1	4	0
CCC(=O)Nc1ccc2oc(-c3cccnc3)nc2c1	3	0	83	-6	1	1	2.9	2	-1
O=C(c1ccccc1)N1CCCC(c2ccc(Cl)cc2)=N1	0	-2	100	-8	-5	-1	1.9	2	?
CCCCn1c(SCC(=O)Nc2cc(NC(=O)c3ccco3)ccc2C)nc2ccccc2c1=O	9	7	93	-4	10	-3	3.5	-8	-6
CCn1c(SCC(=O)NNC(=S)Nc2ccccc2)nnc1-c1ccc(Cl)cc1	1	-3	103	8	-1	2	2.2	0	4
C=CCn1cccc(/C=C/C(=O)c2ccc(C(C)(C)C)cc2)c1=S	9	8	82	-13	8	12	2.7	-2	6

Copied from the list.
For CR mimetic SO, C=CCNC(=O)c1onc(CSc2cc(C)cc(C)c2)c1C(=O)NCC=C reads 92
For ZTA DNA inh, COc1ccc(CNC(=O)CSc2nc(C)cs2)cc1 reads 5
For ZTA DNA inh, C/C(Cl)=C\Cn1c(=O)c2c(nc3n2CCS3)n(C)c1=O reads 3
For PP5 inh, CC(C)CC(OC(=O)CC1Sc2ccccc2NC1=O)C(=O)NC1CCCC1 (configuration not stated) reads 3.5

Further records.
SMILES	HCV core dimer	Fh CTSL1 inh	CR mimetic SO	ZTA DNA inh	PP1 counter	TPT1 inh	PP5 inh	EBNA-1 inhibitor	JMJD2C inh
COc1ccc(N(C(=O)C2COc3ccccc3O2)C(C(=O)NC2CCCCC2)c2ccccc2)cc1OC (configuration not stated)	19	-2	100	12	0	0	0.6	14	6
COC(=O)N/N=C(\C)c1ccc(Br)cc1	-2	2	136	-3	-5	-1	3.1	-8	6
CC(=O)c1ccc(NC(=O)Cn2cnc(S(=O)(=O)N3CCCC3)c2)cc1	-11	1	97	-11	-3	-3	3.0	0	-3
CCCN1C(=O)C(NC(C)=O)c2cc(OC)ccc21 (configuration not stated)	-2	-2	96	-1	0	-3	-1.1	3	-6
CN(CC(=O)Nc1ccccc1Cl)C(=O)CSc1nncn1C	-1	7	92	4	-6	0	-0.2	2	0
CCSc1nnc(NC(=O)c2cccc3ccccc23)s1	14	0	99	6	-4	-4	-2.1	14	-5
N#CC(=C=[N-])c1nc2ccccc2nc1-[n+]1ccccc1	-6&-15	0&0	95&98	-10&-24	2&-2	2&0	0.5&2.1	-2&0	8&11
Cc1ccc(NC(=O)c2cc(S(=O)(=O)N3CCOCC3)c(Br)s2)cc1	-14	1	97	-9	3	29*	2.5	-2	-6
O=C(NCc1cccc(F)c1)C1CCC(=O)N(CC2CCCCC2)C1 (configuration not stated)	-2	-1	104	-1	0	2	2.7	-3	12
CCCN(CCO)Cc1ccc2ccccc2c1	4	3	102	-10	0	-1	0.3	2	0
CNC(=O)COC(=O)c1cc(-c2ccc(OC)cc2)nc2ccccc12	0	-3	115	3	-4	13	1.8	-5	-10
CSc1cccc(NC(=O)COc2cccc3ccccc23)c1	5	-1	131	23	5	-2	4.1	20	26
C[C@H](NC(=O)OC(C)(C)C)c1nnc(SCC(=O)c2ccc(Cl)cc2)o1	4	4	96	3	-1	-1	-2.6	7	8
O=C(Nc1nnc(C(F)(F)F)s1)c1ccc(Br)s1	13	-1	129	-2	1	0	2.5	5	-1
Cc1cc(Cc2ccc([N+](=O)[O-])cc2)c(C)cn1	-1	-2	99	8	-1	-4	-0.8	2	3
O=C(NCC(c1cccnc1)N1CCN(c2ccccc2F)CC1)c1ccccc1 (configuration not stated)	-3	-1	72	-2	0	3	-0.8	3	?
COc1ccc(OC)c(Nc2nc3nonc3nc2N2CCCCC2)c1	-1	2	105	-1	-3	-2	0.5	7	22
CCOc1cc(/C=C2/SC(=O)N(CC(=O)N3CCc4ccccc4C3)C2=O)ccc1OCC(=O)O	19	8	104	5	4	1	1.1	-3	-1
CCOc1ccc(NC(=O)CSc2nc3ccccc3c(=O)n2CCCC(=O)NCCCN2CCCC2=O)cc1	0	2	90	-9	-2	-3	0.3	4	-3
Nc1nc(SCC(=O)NCc2ccccc2Cl)[nH]c(=O)c1NC(=O)c1ccccc1F	-9	-4	112	-1	-1	-3	3.8	-11	-19
CCOC(=O)C1CCN(S(=O)(=O)c2ccc(C(C)=O)cc2)CC1	-2	1	96	-13	2	2	1.5	-10	-14
O=C(NC(=S)Nc1nc(-c2ccccc2)cs1)c1cccnc1	4	5	99	-2	2	23	-0.3	15	6
O=S(=O)(Nc1nc2ccccc2s1)c1cc(F)ccc1F	5	0	114	-17	-3	0	1.6	9	14
O=C(NCCc1ccccc1)c1ccc2nc(N3CCOCC3)sc2c1	0	1	86	2	-3	-2	1.0	5	38

Screening data as filed in PubChem BioAssay.
